Rab7 wt GTP bind: alters GTP binding to wildtype dog Rab7; GST-Rab7 beads, fluorescent GTP binding, flow cytometry; actives lie on both sides; untreated = 100%, excess cold GTP = 0%; 0.055% of 190,000 active; GTP binding activity (percent of control), % at 10 µM;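 active = fluorescent GTP binding to Rab7 beads changed by at least 20 points from the 100% baseline, either direction, mostly lower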;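 note: median green fluorescence of bound Bodipy-FL-GTP per Rab7 bead population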
Rac1 act GTP bind: modulators of GTP binding to human Rac1 activated mutant; P63000; GST-Rac1 activated beads, fluorescent GTP binding, flow cytometry; actives lie on both sides; 100% means binding = to untreated wells; percent activity (GTP binding), % at 10 µM; 0.11% of 190,000 active;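 active = GTP binding at least 20 percentage points away from the 100% baseline, in either direction, so actives lie on both sides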
Rac1 wt modul: alters GTP binding to wildtype human Rac1; GST-Rac1 beads, fluorescent GTP binding, flow cytometry; actives lie on both sides; 0 = cold GTP competed, 100 = untreated; P63000; GTP binding activity (% of control), % at 10 µM; 0.27% of 190,000 active; AID 757;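 active = GTP binding activity at least 20 points away from the 100% control level, either lower or higher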
Mcl-1 Bim block: human Bim-Mcl-1 interaction inhibition | 0.1% of 190,000 active | Q07820 | inhibition, % at 10 µM | Bead-based flow cytometry, Bim peptide-Mcl-1 binding | AID 1009; in the data active = inhibition above about 40%;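 note: 0% = no compound tracer wells and 100% = peptide blocker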
Target sequence (Q07820 whole entry, looked up): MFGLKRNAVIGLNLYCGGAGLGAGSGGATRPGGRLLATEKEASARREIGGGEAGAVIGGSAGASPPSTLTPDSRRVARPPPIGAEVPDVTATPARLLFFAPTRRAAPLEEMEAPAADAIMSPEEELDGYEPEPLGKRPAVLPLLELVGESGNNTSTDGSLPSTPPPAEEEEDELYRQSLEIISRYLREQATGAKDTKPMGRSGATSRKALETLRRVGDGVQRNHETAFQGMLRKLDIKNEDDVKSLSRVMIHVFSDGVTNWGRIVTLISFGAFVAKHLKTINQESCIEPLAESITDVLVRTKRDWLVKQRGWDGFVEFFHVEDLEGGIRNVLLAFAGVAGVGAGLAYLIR
Mcl1 Noxa PPI: Mcl-1/Noxa interaction inhibition; Q07820; inhibition, % at 21.7 µM; TR-FRET Mcl-1/Noxa peptide binding, 2 h; 1.5% of 220,000 active; AID 1022;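 active = compounds that cut the protein-peptide binding signal by more than 50% relative to plate controls in a single-dose test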;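 note: His-tagged Mcl-1 with rhodamine Noxa BH3 peptide and terbium anti-His antibody; 0% = Mcl-1 plus Noxa peptide wells and 100% = peptide-only wells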
HRas wt GTP bind: human HRas wildtype GTP binding, change in either direction | AID 759 | 0.14% of 190,000 active | GST-Ras wt beads, Bodipy-FL-GTP binding, flow cytometry; actives lie on both sides | GTP binding activity, % at 10 µM;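 active = GTP binding activity at least 20% away from the 100% baseline, either lowered as inhibitor or raised as activator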;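 note: 0% = unlabeled GTP competition control and 100% = no-compound control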
Target sequence (P01112 whole entry, looked up): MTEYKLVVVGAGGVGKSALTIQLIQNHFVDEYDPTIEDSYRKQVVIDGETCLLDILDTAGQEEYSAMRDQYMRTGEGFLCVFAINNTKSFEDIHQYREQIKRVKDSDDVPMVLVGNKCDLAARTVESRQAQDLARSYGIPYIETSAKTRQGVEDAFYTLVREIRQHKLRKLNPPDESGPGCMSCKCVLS
Rab2A wt mod: changes GTP binding to wildtype dog Rab2A, up or down | GTP binding activity, % at 10 µM | 0.19% of 190,000 active | P61105 | AID 760 | GST-Rab2 wt beads, Bodipy-GTP binding, flow cytometry;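 active = GTP binding activity at least 20 points away from 100%, either lowered or raised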;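 note: 0% = beads with excess unlabeled GTP and 100% = no-compound control corrected for plate trend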
Avidin fluor: compound fluoresces at 488/530 nm on avidin beads; fluorescence (KMESF) at 10 µM; compound fluorescence 488/530 nm, flow cytometry; stronger effect = higher value; AID 1775; 0.38% of 220,000 active; in the data active = fluorescence above about 47; note: inactives centre near 10
Pf gamet viab: inhibitors of late stage P. falciparum gametocyte viability; P. falciparum stage V gametocytes, ATP luminescence, 24 h; inhibition, % at 10.9 µM; AID 743093; 0.065% of 150,000 active;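 active = inhibition above the mean plus 3 SD of compounds within the control limits, set per campaign, cut at about 38% in these data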;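 note: 0% = DMSO wells and 100% = medium only without gametocytes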
Cdc42 wt: changes GTP binding to wildtype human Cdc42; AID 761; percent activity (GTP binding), % at 10 µM; GST-Cdc42 beads, Bodipy-GTP binding, flow cytometry; actives lie on both sides; P60953; 0.2% of 190,000 active;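 active = percent activity GTP binding at least 20 points away from the 100% baseline, either down as inhibitor or up as activator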;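 note: median bead fluorescence of bound Bodipy-FL-GTP at 100 nM; 0% = excess unlabeled GTP control and 100% = no compound control; below 100% means less GTP binding so inhibitor and above means activator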
Target sequence (P60953 whole entry, looked up): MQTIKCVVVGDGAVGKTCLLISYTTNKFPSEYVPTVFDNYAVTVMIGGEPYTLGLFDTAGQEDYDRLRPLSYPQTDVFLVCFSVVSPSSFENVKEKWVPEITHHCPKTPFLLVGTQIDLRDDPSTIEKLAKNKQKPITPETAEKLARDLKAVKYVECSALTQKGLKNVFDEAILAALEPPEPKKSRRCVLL
Mcl1-Bid inh: disrupts binding of human Mcl-1 to Bid peptide; Q07820; TR-FRET Mcl-1/Bid-Dy647 peptide binding, 1536-well; inhibition, % at 21.7 µM; 0.97% of 220,000 active; AID 1021;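 active = compounds that cut the binding signal by more than half at the single screening dose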;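 note: His-tagged Mcl-1 with europium anti-His antibody binding Bid BH3 peptide; 0% = Mcl-1 plus peptide wells and 100% = peptide-only wells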
The depositor's hits bear a star; x = not tested or not shown.

SMILES	Rab7 wt GTP bind	Rac1 act GTP bind	Rac1 wt modul	Mcl-1 Bim block	Mcl1 Noxa PPI	HRas wt GTP bind	Rab2A wt mod	Avidin fluor	Pf gamet viab	Cdc42 wt	Mcl1-Bid inh
COc1ccc(-c2ccc3ccccc3n2)cc1OC	103	94	97	-2	8	98	98	10	20	92	-8
COc1ccccc1NC(=O)CCC(=O)Nc1nnc(C(F)(F)F)s1	103	97	101	-1	2	103	99	8	-13	102	-8
O=C(Nc1nc2ccccc2s1)C1CCCN1S(=O)(=O)c1ccc(Cl)cc1 (configuration not stated)	103	100	108	-1	5	104	106	8	-12	103	2
COc1ccc(Cl)cc1NC(=S)NCc1ccccn1	100	101	101	-4	27	97	98	7	0	103	-40
C=CCn1c(CNc2ccc(C)cc2)nnc1SCC(=O)N/N=C/c1ccc(O)cc1	97	97	99	-6	-16	98	95	11	x	100	-21
CSc1nsc(SC)c1NC(=O)N1CCCCC1	94	98	103	-2	5	100	100	33	x	101	-5
O=C(CCn1cnc(-c2ccccc2)c1-c1ccccc1)N/N=C/c1ccc(O)cc1	99	94	98	-1	24	96	96	16	15	98	-15
Cc1nnn(-c2nonc2N)c1C(=O)N/N=C/c1ccccc1O	99	101	106	-5	19	101	103	15	-2	103	-8
CC(C)Nc1nc(NC(C)C)nc(C(N)=O)n1	105	96	104	0	1	102	101	9	-15	103	-23
CC(=O)NC(NC(=S)Nc1ccc(N=Nc2ccccc2C)cc1C)C(Cl)(Cl)Cl (configuration not stated)	102	99	103	0	7	105	103	21	x	103	-4

In the list so far, 3 have a Cl atom.
SMILES	Rab7 wt GTP bind	Rac1 act GTP bind	Rac1 wt modul	Mcl-1 Bim block	Mcl1 Noxa PPI	HRas wt GTP bind	Rab2A wt mod	Avidin fluor	Pf gamet viab	Cdc42 wt	Mcl1-Bid inh
O=C(Nc1nc2ccccc2s1)C1CCCN1S(=O)(=O)c1ccc(Cl)cc1 (configuration not stated)	103	100	108	-1	5	104	106	8	-12	103	2
COc1ccc(Cl)cc1NC(=S)NCc1ccccn1	100	101	101	-4	27	97	98	7	0	103	-40
CC(=O)NC(NC(=S)Nc1ccc(N=Nc2ccccc2C)cc1C)C(Cl)(Cl)Cl (configuration not stated)	102	99	103	0	7	105	103	21	x	103	-4

Additional results follow:
SMILES	Rab7 wt GTP bind	Rac1 act GTP bind	Rac1 wt modul	Mcl-1 Bim block	Mcl1 Noxa PPI	HRas wt GTP bind	Rab2A wt mod	Avidin fluor	Pf gamet viab	Cdc42 wt	Mcl1-Bid inh
O=C(N/N=C/C=C\c1ccccc1[N+](=O)[O-])c1cc(-c2ccccc2)nc2ccccc12	100	101	105	-2	10	102	101	4	14	107	-2
Nc1cc(Cl)c(N)cc1Cl	103	99	106	-1	-2	102	101	9	-11	103	-14
CCOC(=O)N1CCN(C(=O)c2ccccc2Oc2ccccc2)CC1	102	99	100	10	-8	103	101	9	-19	102	-10
O=C(Cn1cnc2c(nnn2Cc2ccc(F)cc2)c1=O)NCC1CCCO1 (configuration not stated)	99	101	102	-6	-2	99	99	7	x	100	3
CCC(=O)Nc1cc(Cl)ccc1N1CCN(C(=O)CC)CC1	99	96	99	0	9	97	97	7	16	99	-4
COC(=O)/C=C1\SC(=Nc2ccc(Cl)c(Cl)c2)NC1=O	94	91	92	1	45	92	96	10	9	91	9
CCCCNC(=O)Nc1nnc(SCC(=O)OCC)s1	98	92	99	-3	23	96	97	4	0	98	-1
COc1cc(N)ccc1NC(=O)c1cccs1	103	100	102	-1	5	102	100	15	25	102	-17
COc1ccc(C(C)=O)cc1CSc1nnc(C)n1-c1ccccc1	101	99	104	0	25	101	100	13	x	97	-28
CCCCN(C(=O)CNC(=O)c1cccs1)C(C(=O)NC1CCCC1)c1ccncc1 (configuration not stated)	103	94	101	1	19	96	102	9	1	95	0
Cc1ccc2c(c1)N(CCCC(=O)NCc1ccc3c(c1)OCO3)C(=O)CO2	99	96	104	-2	-2	98	99	4	x	98	0
O=C(c1ccccc1)C(C(=O)N1CCc2ccccc2C1)n1ccccc1=O (configuration not stated)	101	100	101	-3	0	101	99	15	-11	102	-26
Cc1ccnc(N2C(=O)c3ccccc3C2Nc2ccccc2Cl)c1 (configuration not stated)	104	99	105	-4	-1	101	101	19	x	106	-4
O=C(NCCCCc1ccccc1)c1cccc([N+](=O)[O-])c1	96	94	99	0	2	99	99	6	4	100	-6
CCOC(=O)c1ccc(NC(=O)NC2CC3CCC(C2)N3Cc2nnnn2C(C)(C)C)cc1 (configuration not stated)	95	96	97	0	3	95	91	6	x	94	6
Cc1ccc(C)c(N2CCN(CC3CC=CCC3)CC2)c1 (configuration not stated)	93	94	95	10	25	93	95	4	x	95	13
COc1ccc2c(c1)C(c1ccc(N3CCOCC3)cc1)=NNC(c1cccnc1)=N2	100	99	103	-3	16	100	100	13	-17	102	-18
Cc1ccc(/C([O-])=C(/C(=S)NCc2ccc3c(c2)OCO3)[n+]2ccc(N(C)C)cc2)c(C)c1	105	97	100	-2	14	100	100	10	19	99	-64
O=C(Nc1ccccc1Cl)N1CCN(c2ncccn2)CC1	97	94	97	-6	6	97	97	9	x	98	-8
CNC(CC(=O)c1ccc([N+](=O)[O-])cc1)C(Cl)(Cl)Cl (configuration not stated)	101	88	97	-6	35	95	93	3	x	89	14
C[n+]1ccc(C(=O)NCCC[N+](C)(C)C)cc1/C=N/O	96	91	91	-3	0	92	94	7	0	92	-11
C=C(C)c1cccc(C(C)(C)NC(=O)NC2CCCC2)c1	95	99	99	-9	6	100	100	8	2	101	-20
O=C(Nc1cn(-c2ccccc2)nc1-c1ccc(Cl)cc1)c1ccccc1	98	98	104	-9	13	99	96	24	x	99	0
CCCCNC(=O)COC(=O)CCC(=O)c1ccc(Cl)cc1	99	97	99	-3	4	99	100	9	5	98	2
CCN(CC)CCCNC(=O)C1c2ccccc2C(=O)N(CCOC)C1c1ccc(F)cc1 (configuration not stated)	95	97	96	1	-2	97	96	9	1	97	-48
CC(Oc1ccc(Cl)cc1Cl)c1ccn[nH]1 (configuration not stated)	99	94	99	0	13	96	95	5	-7	94	-32
COc1ccc(CCCC(=O)NC(C)c2ccccc2)cc1 (configuration not stated)	96	104	100	-5	18	100	100	17	28	105	-2
CCN(CC)CCCCOc1ccccc1OC	101	94	98	0	17	99	98	16	x	98	5
S=C(NCC1CCCO1)NC1CCCC1 (configuration not stated)	103	96	98	-1	-2	98	99	12	-4	96	-38
COc1ccc(C(=O)N2CCN(C(=O)Cc3ccccc3)CC2)cc1OC	102	96	105	1	-1	103	102	14	x	101	-19
[O-][n+]1cccc2ncc3cscc3c21	100	102	100	0	-1	100	96	1	x	102	-13
COC(=O)C1=C(O)/C(=C\c2cc(C)n(-c3ccccc3C)c2C)N=C1C	100	99	107	-2	18	102	101	8	-4	102	6
COCC(=O)Nc1nc2ccc(C)cc2s1	100	99	108	-4	-8	103	104	12	-2	103	-12
CCCCOc1ccc(C(=O)Nc2ccc(S(=O)(=O)Nc3cc(C)on3)cc2)cc1OC	94	97	100	-2	15	99	98	8	x	101	10
CCOC(=O)c1ccc(NC(=O)N2CCN(C(=O)C3CCCO3)CC2)cc1 (configuration not stated)	106	96	102	-3	14	101	97	10	x	100	-1
Cc1cccn2c(=O)c(C=O)c(N3CCN(c4ccc(F)cc4)CC3)nc12	104	96	96	0	14	95	95	11	-5	96	-19
Cc1ccc2c(c1)c1c(n2CC(O)Cn2c(C)nc3ccccc32)/C(=N\O)CCC1 (configuration not stated)	95	99	99	-1	17	99	99	35	x	102	-12
Cc1nn(C)c(C(=O)Nc2ccn(C34CC5CC(CC(C5)C3)C4)n2)c1[N+](=O)[O-]	104	102	103	-6	18	103	100	3	22	98	-12
COc1ccc(/C=N\NC(=S)SCN2C(=O)C3CCC(C)(C2=O)C3(C)C)cc1 (configuration not stated)	98	99	99	-2	-35	97	98	6	-11	100	-38
CNC(=O)c1ccc2snnc2c1	98	98	101	0	16	98	100	7	x	100	-7
CCc1c(C)nc2[nH]nc(NC(=O)C(F)(F)F)n2c1=O	94	97	104	-8	-3	97	97	21	1	101	-20
CCOC(=O)C1=C(C(F)(F)F)Nc2ncnn2C1c1cccc(OC)c1OC (configuration not stated)	100	100	104	0	11	100	100	12	6	101	-34
CNc1nc(NC)nc(-n2c(C(F)(F)F)nc3ccccc32)n1	97	94	97	0	8	95	93	23	x	94	4
COc1ccccc1NC(=O)Nc1nnc(CC(=O)Nc2ccccc2)s1	91	95	96	-21	5	96	96	21	-10	99	4
O=C(Nc1ncn[nH]1)C(F)(F)C(F)F	104	101	110	-3	1	103	103	9	x	104	19
CCCC(O)(CCC)C(=O)NN(C(=O)CCl)c1cccc(C)c1	100	99	102	10	18	102	102	11	6	105	-19
COc1ccc(-n2cnnc2SCC(=O)Nc2cccc([N+](=O)[O-])c2)cc1	107	98	102	0	17	101	99	11	-5	99	-8
CCOc1ccc(-c2nc(C#N)c(NCC(C)C)o2)cc1	94	95	94	-1	-1	94	96	26	2	95	-38
C=CCc1ccccc1OCC(=O)N/N=C/c1ccccc1OCC	92	96	100	-5	-2	94	96	14	-6	95	10
COc1c(Cl)cc(Cl)cc1C(=O)Nc1ccc(C(=O)O)cc1	100	96	101	0	-7	97	96	1	x	94	-32
(further entries)
SMILES	Rab7 wt GTP bind	Rac1 act GTP bind	Rac1 wt modul	Mcl-1 Bim block	Mcl1 Noxa PPI	HRas wt GTP bind	Rab2A wt mod	Avidin fluor	Pf gamet viab	Cdc42 wt	Mcl1-Bid inh
Cc1ccccc1N1C(=O)c2ccccc2N2C(=O)c3ccccc3C12 (configuration not stated)	102	101	105	1	18	99	101	36	4	103	-3
CC(C)c1ccc(/C=N/NC(=O)c2cccc(Cl)c2)cc1	96	102	103	-2	8	100	97	7	-10	100	-4
O=C(/C=C/c1cccc2ccccc12)NCCC1=CCCCC1	99	91	96	-2	0	100	96	15	0	99	-16
CC(CC(=O)Nc1cccnc1)c1ccccc1 (configuration not stated)	95	93	100	4	0	98	97	8	-5	106	-24
O=C(CCn1c(=O)sc2ccccc21)NCCC1=CCCCC1	102	96	101	0	8	98	99	19	14	96	-9
CCc1nnc(NC(=O)c2ccc(-c3cc(C(F)(F)F)ccc3Cl)o2)s1	102	102	106	-1	-2	105	105	35	16	109	-8
CCc1ccc(C2=CC(c3cc(Br)ccc3F)n3ncnc3N2)cc1 (configuration not stated)	93	93	97	-6	26	97	95	6	x	91	-14
COc1ccccc1NC(=S)N1CCN(C(c2ccccc2)c2ccccc2)CC1	108	95	103	0	14	102	104	10	12	100	-29
Cc1cccc(NC(=O)NNC(=O)c2cc3ccccc3cc2O)c1C	100	85	88	0	15	91	93	3	-2	86	-37
C=CCSc1nc2ccccc2[nH]1	96	96	98	3	1	95	94	27	x	95	-13

Bioassay records (PubChem BioAssay)
